GAA glycogen = alters human alpha-glucosidase cleavage of glycogen | Potency, µM (highest dose often 76.4 µM), without a hit: top-dose activity change, negative = inhibition, actives largely listed as inhibitors | 300,000 compounds, 0.38% hits | recombinant GAA, glycogen substrate, Amplex Red glucose oxidase fluorescence;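 note: 0% = full enzyme reaction and -100% = no-enzyme basal signal; the screen sought inhibitors and activators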
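Recombinant human alpha-glucosidase (4 nM final) hydrolysed bovine liver glycogen (30 ug) for 40 min at 37 C in pH 5.0 citrate/phosphate with 0.01% Tween-20. Released glucose detected by glucose oxidase/Amplex Red, Ex 573/Em 610 nm. Compounds up to 77 uM; AC50 from Hill fits.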
aGal spleen mod = inhibits or activates alpha-galactosidase in human spleen homogenate; Potency, µM (series often up to 80 µM), for inactives: at the top dose activity change, negative = inhibition, hits mostly inhibitors; 240,000 compounds, 0.008% hits; human spleen homogenate, 4MU-alpha-Gal fluorescence, 40 min; P06280;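 note: 0% = enzyme with vehicle and -100% = no enzyme basal signal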
Target sequence (P06280 32-429 limits assumed): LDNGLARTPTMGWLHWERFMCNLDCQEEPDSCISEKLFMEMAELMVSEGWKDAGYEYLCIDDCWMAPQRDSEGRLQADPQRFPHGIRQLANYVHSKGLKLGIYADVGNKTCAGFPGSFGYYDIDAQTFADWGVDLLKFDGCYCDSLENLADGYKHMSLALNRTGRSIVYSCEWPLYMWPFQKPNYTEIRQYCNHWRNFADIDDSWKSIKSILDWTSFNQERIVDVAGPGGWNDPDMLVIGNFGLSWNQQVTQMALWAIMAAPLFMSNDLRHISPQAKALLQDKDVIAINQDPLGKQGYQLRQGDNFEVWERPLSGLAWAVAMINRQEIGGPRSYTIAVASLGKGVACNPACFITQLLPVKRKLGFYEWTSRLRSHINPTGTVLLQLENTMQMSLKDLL
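Human spleen homogenate (1 ug) was the enzyme source, with 4-methylumbelliferyl-alpha-D-galactopyranoside (1 mM final) in pH 5.0 citrate buffer with 0.01% Tween-20. Compounds were titrated; after 40 min at 37C, NaOH/glycine stop, 4-MU fluorescence read; AC50 from Hill fits.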
GAA inh = inhibitors of human lysosomal alpha-glucosidase; P10253; purified human GAA, 4-MU-alpha-glucoside fluorescence; Potency, µM (highest dose often 76.9 µM), inactives show top-dose activity change, negative = inhibition, most hits filed as inhibitors; 200,000 compounds, 0.005% hits; AID 1466;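 note: plate controls were uninhibited enzyme wells for no effect and no-enzyme background for full effect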
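Human alpha-glucosidase, 4 nM, pre-mixed with test compounds before 400 uM 4-methylumbelliferyl substrate; 20 min room temperature at pH 5.0. Fluorescence read after pH 10 stop; AC50 values from Hill-equation fits.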
HTT ATP protect = protects HTT-Q103 PC12 cells, measured by ATP | PC12 HTT-Q103 induced, cytoprotection, ATP luminescence, 40 h | Potency, µM (series often up to 56.4 µM), for the others: cytoprotection (ATP increase), usual class: activators | 230,000 compounds, 0.14% hits;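 note: % of control where 0% means no effect; nearly all actives have a fitted effect of over 45% in size; toxic huntingtin expression switched on by the ecdysone agonist tebufenozide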
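Quantitative HTS on tebufenozide-induced (100 nM) PC12 cells expressing HTTQ103 exon 1–GFP; compounds tested as a concentration series; survival measured via cellular ATP.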
Tau FP inhib = blocks human tau fibril formation measured by polarization; AID 1468; Potency, µM (series often up to 57.7 µM), for inactives: at the highest dose activity, negative = inhibition, hits mostly inhibitors; P10636; K18 P301L tau heparin fibrillization, Alexa594 FP, 6 h; 280,000 compounds, 0.39% hits; note: % is set by controls: 0 for no effect and ±100 for the full control effect; nearly all actives have a fitted effect of over 55% in size
Target sequence (P10636 561-689 P618L limits assumed): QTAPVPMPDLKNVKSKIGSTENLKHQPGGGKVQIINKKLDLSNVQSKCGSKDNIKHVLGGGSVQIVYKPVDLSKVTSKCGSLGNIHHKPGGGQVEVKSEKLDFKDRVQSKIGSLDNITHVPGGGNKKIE
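Steps: dispense K18 P301L tau (15 uM plus 0.24 uM Alexa 594 tracer, final) in pH 7 sodium acetate; add compound; add heparin (20 uM final); incubate 6 hr, 37 C; add ThT (30 uM final); after 1 hr ambient, read FP.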
Tau fibril ThT = blocks human tau fibril formation measured by thioflavin T; 270,000 compounds, 2.1% hits; AID 1460; Potency, µM (doses to about 57.4 µM), inactives show at the top dose activity, negative = inhibition, actives largely listed as inhibitors; recombinant tau K18 P301L, heparin-induced fibrillization, ThT fluorescence; P10636; note: % is set by controls: 0 for no effect and ±100 for the full control effect; nearly all actives have a fitted effect of over 55% in size
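Heparin-induced (20 uM) aggregation of recombinant human K18 P301L tau, 15 uM unlabeled with 0.24 uM labeled, pH 7 acetate buffer, 6 hr at 37 C with compound. Fibrils quantified by 30 uM ThT fluorescence after 1 hr ambient incubation.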
GAA spleen mod = lysosomal alpha-glucosidase (human) modulation. Potency, µM (series often up to 79.9 µM), inactives show top-dose activity change, negative = inhibition, most hits filed as inhibitors. human spleen homogenate, 4-MU-alpha-glucoside fluorescence. P10253. 240,000 compounds, 0.006% hits;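 note: 0% = enzyme with vehicle and -100% = no enzyme basal signal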
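Human spleen homogenate (1 ug) with 4-methylumbelliferyl-alpha-D-glucopyranoside (1 mM final) in 50 mM citrate/phosphate pH 5.0, 0.01% Tween-20; 40 min at 37 C. Stopped at pH 10; 4-MU fluorescence Ex 365/Em 440 nm; AC50 by Hill fit.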
Tau fluor counter = counter-screen for tau fibril formation inhibitors; tau K18 P301L Alexa594 fluorescence, heparin fibrillization; Potency, µM (series often up to 57.7 µM), without a hit: at the top dose activity change, negative = decrease; 280,000 compounds, 0.93% hits; AID 1463; note: % is set by controls: 0 for no effect and ±100 for the full control effect; nearly all actives have a fitted effect of over 55% in size
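Human tau K18 P301L (15 uM unlabeled, 0.24 uM Alexa 594-labeled) in 100 mM sodium acetate pH 7 with 20 uM heparin, 6 hr at 37 C. ThT 30 uM added, 1 hr ambient; Alexa 594 FP and total fluorescence read at 555/632 nm.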
Active calls of the source: *; ? = inconclusive; · = not tested or not shown; [ ] = dose if it differs, or a comment. Calls come from the whole dose curve; as a rule, active = well fitted curve in the direction sought with a large enough effect; inconclusive = small, poorly fitted or top-dose-only effect, or another doubt; inactive = no such curve, though single readings can be large; an effect the other way counts as inactive or inconclusive. Potency is the fitted concentration of half-maximal effect. No enrichment for hits; any-hit rate near 3.3%.

Every second line gives: Tau fluor counter | GAA inh | Tau FP inhib | HTT ATP protect | Tau fibril ThT | GAA spleen mod | aGal spleen mod | GAA glycogen
COc1cc(C2CC(=O)N(CC(=O)NCC3CCCO3)c3ccccc3S2)cc(OC)c1OC (stereo not drawn)
    10.8% | 0.4% | 2.6% | -40.1% | -2.6% | -1.8% | -10.2% | -3.3%
CCc1ccc(C(=O)NC(C(=O)NCC2CCCO2)C(C)C)cc1 (stereo not drawn)
    -0.8% | 2.6% | 2.5% | -40.4%[inhibitor][1.9 µM] | -1.9% | -11.3% | -9.3% | -13.8%
Cc1cccc(CSc2ncnc3nc[nH]c23)c1
    -0.5% | -5.1% | 1.1% | -6.4%[10 µM] | -10.7% | 0.3% | 3.3% | -0.7%
CCOC(=O)c1oc2cc(C)cc(O)c2c(=O)c1-c1csc(C)n1
    -18.4% | 1.6% | 0.3% | 16.8% | -14.1% | -0.7% | 3.5% | 3.0%
Cc1ccc(C(=O)NCC(=O)OCC(=O)NC(C)c2ccccc2)s1 (stereo not drawn)
    5.5% | 1.9% | -3.4% | 12.3% | 3.6% | 4.8% | 7.2% | -0.8%
NC(=O)c1cc(-c2ccccc2)nc(N2CCCCCC2)n1
    -9.7% | ? | -11.8% | -10.8% | -6.4% | 3.1% | 9.1% | -1.4%
COc1ccc(/C=N/NC(=O)c2nn(-c3ccccc3)c(=O)c3c(N)scc23)cc1
    ? | ? | ? | 6.0% | 14.1µM* | -7.4% | -0.1% | -15.1%
O=C(CSc1ccc(Cl)cc1Cl)N1CCC(c2nc3ccccc3s2)CC1
    -16.9% | 5.9% | 5.2% | -54.5%[inhibitor] | ? | -3.9% | -8.2% | -5.5%
COc1ccccc1OCCc1nnc(N)s1
    -2.0% | -6.5% | -1.0% | 0.2% | -2.1% | -14.9% | 6.6% | 4.3%
Cc1ccc(-c2nnn(CC(=O)N(CC3CCCO3)C(C(=O)NCC3CCCO3)c3ccc(F)cc3)n2)o1 (stereo not drawn)
    1.2% | -1.6% | 6.2% | 8.3%[10 µM] | 5.3% | -2.2% | 0.5% | -3.8%
CCC(CC)C(=O)c1c[nH]c(C(=O)NN)c1
    1.9% | 0.4% | 9.8% | -1.0%[10 µM] | 1.6% | 7.3% | 7.1% | ?
Cc1cccc(C(=O)NC(=S)N2CCN(c3ccc([N+](=O)[O-])cc3)CC2)c1
    -18.0% | -9.9% | -14.8% | · | ? | -2.7% | -1.4% | 8.1%
NC(=O)CSCc1cccc(Br)c1
    11.9% | 2.2% | 4.4% | 9.0%[10 µM] | 7.3% | -3.3% | -4.5% | -0.3%
Cc1cc(Oc2cnn(C(C)(C)C)c(=O)c2Cl)cc(C(C)C)c1
    6.8% | -1.3% | 4.6% | -4.8%[1.9 µM] | 4.1% | -3.7% | -6.0% | -12.7%
CCOC(=O)C(C)On1c(-c2ccc(Cl)cc2)nc2ccc([N+](=O)[O-])cc21 (stereo not drawn)
    ? | -8.9% | 10.4% | -2.6% | ? | 1.0% | -1.4% | -5.3%

Every second line gives: Tau fluor counter | GAA inh | Tau FP inhib | HTT ATP protect | Tau fibril ThT | GAA spleen mod | aGal spleen mod | GAA glycogen
COc1ccc(N2Cc3cccc(C(=O)O)c3C2=O)cc1
    -4.6% | -5.5% | 8.4% | -5.1% | -16.8% | 1.2% | -1.0% | 4.1%
O=[N+]([O-])c1cccc(-c2ccc(/C=N/n3c(-c4ccccc4)n[nH]c3=S)o2)c1
    ? | 1.6% | -12.9% | -8.8%[10 µM] | -5.4% | -7.4% | 2.5% | 3.3%
O=C(Cc1ccccc1)NCCc1cccc(Cl)c1
    -6.4% | -5.2% | 4.8% | -32.8% | 4.0% | -6.2% | -5.6% | 6.1%
Cc1nc2cc(Nc3nnc(-c4ccccc4)c4ccccc34)ccc2n1C
    -10.6% | 4.4% | -4.6% | -0.7% | -7.5% | -10.4% | -14.3% | -6.3%
Cc1ccc2nc(Nc3nc(-c4ccccc4)cc(=O)[nH]3)nc(C)c2c1
    -11.9% | -2.6% | 2.1% | -49.9%[inhibitor] | ? | -12.5% | -2.1% | -1.2%
Cc1cc(-c2cn3ccccc3n2)c(C)n1-c1ccccc1
    -16.5% | 10.5% | -4.9% | -63.1%[inhibitor] | ? | 4.3% | 6.3% | -2.5%
O=C(Nc1nnc(COc2ccc(Cl)cc2)s1)c1ccco1
    -23.9% | ? | ? | 4.4%[10 µM] | 31.6µM* | 0.1% | 5.5% | 18.5%
CCOC(=O)c1c(NC(=O)COc2ccccc2Br)sc2c1CCCCC2
    -9.1% | · | -10.7% | · | -17.8% | · | · | 14.4%[76.3 µM]
COc1ccc(C2=Nc3ccccc3OC2)cc1
    -22.0% | 0.4% | -5.2% | -51.4% | ? | 1.6% | 7.8% | 25.1µM*
CN(C)c1ccc(/C=N/NC(=O)CN(c2ccccc2Cl)S(C)(=O)=O)cc1Br
    ? | -21.4% | 10.2% | -61.4%[inhibitor] | -15.2% | -4.5% | -4.0% | 5.4%
Cc1cccc(Cn2c(SCc3ccc(C(=O)N4CCCCCC4)cc3)nc3ccncc32)c1
    -1.2% | · | -1.7% | · | -10.8% | · | · | -2.2%[76.3 µM]
Cc1nc(SCC(=O)OC(C)(C)C)c2c3c(sc2n1)CCCC3
    -6.0% | · | -0.7% | · | -12.4% | · | · | -2.7%[76.3 µM]
CCCCCC(=O)Nc1cccc(C2=NOC3(C2)C[C@H](C(N)=O)N(C(=O)c2ccccc2)C3)c1 (stereo partly drawn)
    -25.4% | · | -1.9% | -4.4%[10 µM] | -16.6% | -1.2% | 5.9% | 8.0%
COc1ccc2c(c1)c(=O)c(C(=O)c1ccc(Cl)cc1)cn2CC(=O)Nc1ccc(F)cc1
    ? | ? | ? | · | ? | -1.6% | -3.3% | 5.3%
Cc1cccc(C(C)(C)C)c1OCCOCCN1CCCC1
    3.1% | -10.3% | 7.3% | 12.0%[10 µM] | 0.0% | -2.7% | -2.6% | 7.4%

Every second line gives: Tau fluor counter | GAA inh | Tau FP inhib | HTT ATP protect | Tau fibril ThT | GAA spleen mod | aGal spleen mod | GAA glycogen
CC(=O)OCC(=O)[C@@]12OC3(CCCC3)O[C@@H]1C[C@H]1[C@@H]3CCC4=CC(=O)C=C[C@]4(C)[C@@]3(F)[C@@H](O)C[C@@]12C
    -20.5% | -6.8%[15.4 µM] | 10.5% | · | -17.6% | -18.4% | 2.4% | -4.3%
O=[N+]([O-])c1cc(C(F)(F)F)c(Cl)cc1N1CCN(CCO)CC1
    -11.4% | -2.3% | -10.1% | 5.0%[10 µM] | -16.3% | -2.7% | -3.8% | 12.1%
Cc1cc(C(=O)COc2cccnc2[N+](=O)[O-])c(C)n1Cc1ccco1
    -8.6% | 1.6% | 1.8% | -3.1% | -10.5% | -1.3% | -3.7% | -0.5%
O=C1S/C(=C\c2ccc(Cl)cc2)C(=O)N1CCn1cnnn1
    -5.4% | 1.6% | 12.4% | 12.2% | -4.9% | 2.8% | 5.3% | 3.3%
CCN(C(=O)c1cc2c(=O)[nH]c3ccc(C)cc3c2s1)c1ccc(F)cc1
    -7.8% | · | -5.1% | 2.8%[10 µM] | -10.3% | 2.1% | -3.9% | 2.8%
Cc1nnc(Sc2c(N)n(C)c(=O)n(C)c2=O)s1
    -4.0% | -3.5% | 0.8% | 6.0% | -9.9% | -4.6% | 7.5% | 2.0%
CC(C)C1CC(=O)NC(SCC(=O)Nc2ccc(Br)cc2)=C1C#N (stereo not drawn)
    ? | -5.8% | 0.5% | -12.8%[0.074 µM] | -4.1% | 0.5% | -6.8% | -1.0%
N#CC1=C(N)SC2(CCCCC2)SC1c1ccccc1 (stereo not drawn)
    -14.9% | ? | -17.9% | -7.2% | ? | -5.0% | -12.1% | ?
COC(=O)C1CCN(C(=O)Nc2ccccc2)CC1
    6.8% | 11.4% | -0.6% | -22.2% | 7.6% | -4.0% | 5.1% | -14.8%
CCN(CC)c1ccc2cc(-c3nnc(-c4ccncc4)o3)c(=O)oc2c1
    0.7% | 5.3% | 5.3% | -2.4%[10 µM] | ? | -2.5% | 4.1% | 3.8%
Cc1ccc(S(=O)(=O)N[C@H](C(=O)OCn2nnc3ccccc3c2=O)C(C)C)cc1
    -10.0% | 3.8% | -3.5% | -2.3% | -4.7% | 5.2% | 5.3% | 2.1%
O=C1NCCN(Cc2ccoc2)C1CC(=O)N(CCO)Cc1ccccc1 (stereo not drawn)
    6.9% | 14.1% | -15.1% | -1.4%[10 µM] | 2.0% | 2.7% | -1.5% | -5.5%
C=CCc1ccc(OCCCOc2ccc(C)c(C)c2)c(OC)c1
    -9.6% | 1.6% | 2.6% | 7.5% | ? | 2.2% | -3.0% | 4.3%
O=C(/C=C/c1ccccc1)Oc1cccc(C(=S)N2CCOCC2)c1
    -22.1% | -0.5% | 1.2% | 1.1% | ? | 2.0% | 3.6% | -13.4%
CCOc1cccc(-c2cc(C(=O)NN)[nH]n2)c1
    -8.4% | -3.7% | -1.3% | -49.9%[inhibitor] | ? | 2.0% | -2.0% | ?
CCCN(CC(=O)c1cc(C)n(C)c1C)S(=O)(=O)c1cccc(C(F)(F)F)c1
    -18.9% | -0.5% | 4.0% | -0.2% | ? | -15.5% | -8.0% | -2.0%
C/[N+]([O-])=C\CC(=O)c1ccc(-c2ccccc2)cc1
    -9.8% | ? | 5.9% | -36.7%[inhibitor] | ? | -13.1% | 1.8% | 2.4%
Cc1cc(C)nc(-n2nc(C)cc2NC(=O)COC(=O)CCC(=O)c2cccs2)n1
    6.6% | 5.7% | -1.9% | 1.3%[10 µM] | -1.0% | 0.4% | -8.3% | 4.9%

Structural class, those above containing a CF3 group.
Every second line gives: Tau fluor counter | GAA inh | Tau FP inhib | HTT ATP protect | Tau fibril ThT | GAA spleen mod | aGal spleen mod | GAA glycogen
O=[N+]([O-])c1cc(C(F)(F)F)c(Cl)cc1N1CCN(CCO)CC1
    -11.4% | -2.3% | -10.1% | 5.0%[10 µM] | -16.3% | -2.7% | -3.8% | 12.1%
CCCN(CC(=O)c1cc(C)n(C)c1C)S(=O)(=O)c1cccc(C(F)(F)F)c1
    -18.9% | -0.5% | 4.0% | -0.2% | ? | -15.5% | -8.0% | -2.0%
